HT1080 IDH1KD tx = kills HT-1080 cells with IDH1 knockdown; Potency, µM (titrated, usually from 46.1 µM), without a hit: at the highest dose activity, negative = toxicity, most hits filed as cytotoxic; HT-1080 IDH1 knockdown viability, ATP luminescence, 48 h; hit rate 2% among 360,000;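 also: 0% = DMSO wells and -100% = cell-free medium wells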
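HT-1080-IDH1KD cells (IDH1 knocked down), 750/well in RPMI with 5% FBS, treated with compound 48 h at 37 degrees C. Viability by CellTiter-Glo luminescence, normalised to DMSO and no-cell wells; concentration-response curves classed.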
TDP43 rescue = rescues yeast growth from TDP-43 toxicity | TDP-43 expressing yeast growth rescue, BacTiter-Glo, 24 h | hit rate 1.8% among 410,000 | Potency, µM (highest dose often 46.1 µM), without a hit: top-dose growth rescue (activation), actives largely listed as activators; also: % of control where 0% means no effect; nearly all actives have a fitted effect of over 50% in size
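Yeast cells expressing TDP-43 under galactose induction are exposed to compounds for 24 hr at 30 deg C. BacTiter-Glo luminescence measures growth, so protective compounds score as activators.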
GLP1R ag = GLP-1 receptor (human) agonism; P43220; HEK293 GLP-1R CRE-luciferase, luminescence, 4-6 h; cells express a hypersensitive GLP-1R form; Potency, µM (top dose mostly 45.6 µM), for the others: top-dose activation, actives largely listed as activators; hit rate 0.007% among 380,000; AID 624172; also: % of control where 0% means no effect
Target sequence (P43220 whole entry, looked up): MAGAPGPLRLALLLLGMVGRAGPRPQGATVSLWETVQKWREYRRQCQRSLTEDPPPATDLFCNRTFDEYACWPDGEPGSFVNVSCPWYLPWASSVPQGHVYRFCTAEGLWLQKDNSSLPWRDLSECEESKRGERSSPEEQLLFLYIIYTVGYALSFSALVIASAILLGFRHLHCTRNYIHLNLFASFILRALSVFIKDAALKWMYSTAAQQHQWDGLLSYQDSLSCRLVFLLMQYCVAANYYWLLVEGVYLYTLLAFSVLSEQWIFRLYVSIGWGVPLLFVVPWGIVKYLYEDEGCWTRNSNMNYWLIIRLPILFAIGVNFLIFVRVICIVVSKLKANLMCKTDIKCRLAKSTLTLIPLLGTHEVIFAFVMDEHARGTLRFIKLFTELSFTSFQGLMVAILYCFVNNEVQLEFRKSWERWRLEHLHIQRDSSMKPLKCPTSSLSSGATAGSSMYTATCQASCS
SW480 rereplic = DNA re-replication induction in SW480 cells; Potency, µM (doses to about 46.1 µM), without a hit: top-dose re-replication activation, hits mostly activators; hit rate 1.8% among 340,000; SW480 DNA re-replication, Hoechst DNA content imaging, 48 h; also: % of control where 0% means no effect; nearly all actives have a fitted effect of over 55% in size
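Image-based DNA-content assay: after two days of treatment, nuclei were labelled with the DNA dye Hoechst and imaged, and hits were compounds raising the count of nuclei showing high fluorescence intensity.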
HT1080-NT tox = kills 2HG-producing HT-1080-NT fibrosarcoma cells. hit rate 1.6% among 360,000. Potency, µM (titrated, usually from 46.1 µM), without a hit: top-dose activity, negative = less viability, usual class: cytotoxic. HT-1080-NT fibrosarcoma viability, CellTiter-Glo ATP luminescence, 48 h;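 also: NT is the 2HG producing partner of a matched IDH1 knockdown line; 0% = DMSO-treated cells and -100% = media-only wells without cells; nearly all actives have a fitted effect of over 55% in size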
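Viability of the 2HG-overproducing fibrosarcoma line after 48 hours of compound exposure at 37 degrees C was determined by luminescence with CellTiter-Glo, and concentration-effect curves were then fitted and categorized.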
KB-V1 cytotox = kills drug-selected multidrug resistant KB-V1 cells; KB-V1 MDR cells viability, CellTiter-Glo, 72 h; Potency, µM (doses to about 46.1 µM), for inactives: at the highest dose activity change, negative = cytotoxicity, most hits filed as cytotoxic; hit rate 3.4% among 400,000; AID 1347076; also: % is scaled to controls: 0 for no effect and ±100 for the full control effect; nearly all actives have a fitted effect of over 60% in size
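Cytotoxicity toward P-gp-expressing KB-V1 cells was determined as loss of CellTiter-Glo luminescence after 72 h at 37 degrees C. Compounds were tested in quantitative HTS format across a concentration range, with curves fitted to normalized data.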
GLP-1R inv ag = inverse agonists of human GLP-1 receptor; P43220; HEK293 GLP-1R CRE-luciferase, luminescence, 24 h; GLP-1R form is constitutively active; Potency, µM (highest dose often 38.3 µM), inactives show top-dose activity change, negative = inhibition, most hits filed as inhibitors; hit rate 1.6% among 410,000; AID 624417; also: % is scaled to controls: 0 for no effect and ±100 for the full control effect; nearly all actives have a fitted effect of over 55% in size
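Assay principle: reduced luminescence from a cAMP-responsive reporter in HEK293 cells co-expressing a constitutively active GLP-1R. Conditions: 24 hr compound incubation, 37 deg C, 5% CO2.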
HEK293 tox = cytotoxicity in counter-screen for GLP-1R inverse agonists | HEK293 cAMP-luciferase reporter cells, luminescence, 24 h | Potency, µM (highest dose often 38.3 µM), without a hit: at the highest dose activity change, negative = inhibition, actives largely listed as inhibitors | hit rate 0.13% among 410,000 | AID 624418;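 also: loss of luciferase light is scored as toxicity; % is scaled to controls: 0 for no effect and ±100 for the full control effect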
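Luminescence readout: signal drop marks cytotoxicity. Plated cells grew 12 h at 37 °C, 5% CO2, received 23 nL compound for 24 h, then got luciferase reagent, read after 12 min at RT.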
KB-3-1 cytotox = KB-3-1 parental cell cytotoxicity | KB-3-1 viability, CellTiter-Glo ATP luminescence, 72 h | hit rate 1.4% among 400,000 | Potency, µM (series often up to 46.1 µM), for inactives: at the highest dose activity change, negative = cytotoxic, hits mostly cytotoxic; also: % is scaled to controls: 0 for no effect and ±100 for the full control effect; nearly all actives have a fitted effect of over 60% in size
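Using CellTiter-Glo luminescence, growth of non-resistant KB-3-1 adenocarcinoma cells is assessed 72 h after pin-tool compound addition at 37 °C. Normalized responses across the concentration series yield fitted curves.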
Numbers without * were called inactive; ? = inconclusive; . = not tested or not shown; & = joins results of further samples; [ ] = remark or other dose. Calls follow the shape of the dose curve; as a rule, active = well fitted curve in the direction sought with a large enough effect; inconclusive = small, poorly fitted or top-dose-only effect, or another doubt; inactive = no such curve, though single readings can be large; an effect the other way counts as inactive or inconclusive. Potency is read from the fitted curve at half-maximal effect.

SMILES	HT1080 IDH1KD tx	TDP43 rescue	GLP1R ag	SW480 rereplic	HT1080-NT tox	KB-V1 cytotox	GLP-1R inv ag	HEK293 tox	KB-3-1 cytotox
CN1CCN(C(=O)C2=C[C@@H](c3ccc(Br)cc3)C[C@@H](OCc3ccc(CO)cc3)O2)CC1	-1%	16%	0%	-4%	-7%	23%	13%	5%	10%
COc1ccc(N(C)S(=O)(=O)c2ccc3c(c2)CCC(=O)N3)cc1	5%	-7%	6%	12%	3%	?	9%	9%	-13%
COc1ccc(-c2csc(NC(=O)c3ccc(OCC(=O)N4CCOCC4)c(OC)c3)n2)cc1	-19%	13%	-4%	1%	-21%	?	?	?	?
Cc1cc(C)c(C(=O)CC(=O)c2cccnc2)c(C)c1	-25%	21%	8%	?	-25%	?	?	0%	?
Cc1cc(NC(=O)CCS(=O)(=O)c2ccc3c(c2)NC(=O)C(C)S3)ccc1Br (configuration not stated)	-3%	5%	-5%	-1%	-1%	-16%	?	-19%	-10%
COc1ccc2o/c(=N/NC(=O)c3cccs3)c(C(N)=O)cc2c1	-2%	-4%[0.397 µM]	25%	2%	7%	?	23%	-7%	?
CS(=O)(=O)N1CCc2cc(C(=O)O)ccc21	-1%	-23%	10%	3%	-1%	-1%	1%	3%	-10%
COc1ccc(NC(=O)N(C)C[C@H]2Oc3ccc(NS(=O)(=O)c4cccs4)cc3C(=O)N([C@H](C)CO)C[C@@H]2C)cc1	0%	-16%	-3%	0%	20%	5%	10%	14%	-17%
Cc1ccc(OCc2nnc(N)s2)cc1	10%	-9%	3%	17%	12%	21%	13%	0%	18%
Cc1nc2ccccc2c(=O)n1-c1ccc(NS(=O)(=O)c2ccc(F)cc2)cc1	0%	17%	1%	12%	8%	7%	-5%	0%	9%
CCCCC(O)(c1ccccc1)C(CN1CCOCC1)c1ccccc1 (configuration not stated)	-7%	1%	2%	-2%	-6%	-5%	10µM*	-1%	-14%
NC(=O)c1ccc(NC(=O)CN2CCN(c3ccc(Cl)cc3)CC2)cc1	-2%	1%	-6%	1%	0%	38%	10%	-4%	5%
CC(C)c1ccccc1NC(=S)N1CCN(Cc2ccc3c(c2)OCO3)CC1	-2%	15%	5%	3%	-1%	-13%	?	15%	6%
Cc1ccccc1NCN1C(=O)C2C3C=CC(C3)C2C1=O (configuration not stated)	6%	?	-22%	-4%[9.22 µM]	8%	?	4%	5%	27%
CCOC(=O)c1c(S(=O)(=O)N2CCCC(C(=O)NCc3ccccc3OC)C2)c(C)n(C)c1C (configuration not stated)	.	-5%	.	.	.	0%	-7%	-9%	3%
CC(C)c1ccc(NC2CCCN(C(=O)c3ccc4nccnc4c3)C2)cc1 (configuration not stated)	2%	13%	-5%	-4%	-2%	-10%	-4%	-6%	3%
O=C(NCc1ccc(N2CCCC2=O)cc1)c1cccc(Cl)c1	-11%	-1%[9.22 µM]	4%	2%	0%	-21%	14%	-1%	11%
O=C(Nc1cc(Cl)ccc1O)c1cc(-c2ccc3c(c2)OCO3)on1	.	8%	.	.	.	0%	49%[activator]	7%	2%
COc1cccc2sc3ccc(NCc4ccc5c(c4)OCO5)cc3c(=O)c12	0%	14%	24%	-6%	-6%	-24%	3%	153%[activator]	-12%
COc1ccccc1NC(=O)c1sc2ncn(Cc3ccc(C)cc3)c(=O)c2c1C	12%	-13%	-1%	5%	15%	?	3%	3%	0%
COC(=O)/C(=C\Nc1ccc(Cl)cc1Cl)NC(=O)c1ccc(OC)cc1	1.6µM*	-7%	16%	6.5µM*	3.3µM*	4.1µM*	?	?	5.8µM*
COC(=O)[C@]12CCCCC=C1N(Cc1ccc(Cl)cc1Cl)C(=O)[C@H](CC(=O)NCCc1ccccc1OC)C2	?	0%	-2%	.	?	?	?	-18%	?
Cc1ccccc1-c1nnc(SCCC(=O)N2CCOCC2)o1	24%	17%	6%	-4%	25%	-28%	-8%	8%	16%
COc1ccc(S(=O)(=O)NC2(C(F)(F)F)NC(=O)N(CCc3ccc(OC)c(OC)c3)C2=O)cc1 (configuration not stated)	22%	-16%&-1%	1%&-3%	-9%	22%	3%&-3%	-6%&16%	-61%&5%	1%&0%
Cn1c(C(=O)NCC2CCCO2)cc2c(=O)[nH]c3ccccc3c21 (configuration not stated)	7%	4%	19%	-2%	-6%	10%	0%	-5%	-19%
O=C(Nc1cccc(Cl)c1)N(Cc1nc2ccccc2c(=O)[nH]1)Cc1cccs1	-11%	24%	3%	-4%	-3%	16µM*	8%	5%	-26%
COc1ccc(Nc2nccc(-c3ccc(C#N)cc3)n2)cc1	-15%	9%	15%	?	4%	-5%	-8%	-11%	-3%
CC(C)Cn1c(SCC(=O)c2ccc(Cl)s2)nnc1-c1ccco1	3%	?	2%	-7%	1%	-23%	-7%	-14%	-1%
CC(=O)c1c(C)[nH]c(C(=O)Nc2cccc(S(=O)(=O)N(C)c3ccccc3)c2)c1C	?	-19%	-12%	23µM*	?	?	?	-24%	?
CCCCN(C)CCCNC(=O)CS(=O)Cc1nc(-c2ccc(OC)c(OC)c2)oc1C (configuration not stated)	0%	-8%	6%	1%	6%	1%	0%	-7%	4%
O=S(=O)(c1ccccc1)N1CCN=C1SCc1cccc(Cl)c1	-17%	18%	0%	5%	-10%	?	?	-3%	?
CN1c2ccsc2C(O)=C(C(=S)Nc2ccc(F)c(Cl)c2)S1(=O)=O	?	-9%	0%	2%	-25%	-13%	?	4%	-19%
N#Cc1nc(-c2ccccc2)oc1NCC1CCCO1 (configuration not stated)	4%	24%	15%	0%	0%	?	16%	-9%	-11%
CSCCC(C(=O)NC(C)(C)C)n1c(-c2ccc3c(c2)OCO3)nc2ccccc21 (configuration not stated)	4%	11%	.	.	5%	?	-3%	-9%	2%
O=C(Cc1ccccc1)Nn1c(-c2ccccc2F)nc2ccccc2c1=O	9%	-10%	9%	-24%	7%	-4%	8%	-1%	-6%
Cc1ccc(OC(=O)c2ccccc2)cc1C	-5%	-2%	0%	-7%	0%	4%	15%	8%	14%
CCN(CC(=O)Nc1cc(Cl)ccc1C)C(=O)C1CC1	4%	0%	-9%	5%	-1%	?	-1%	-11%	-1%
CC1=CCC[C@H]2[C@H](C1)C(=O)C[C@@H](C)[C@]2(C)CC/C(=C/CO)CO	7%	19%	23%	6%	8%	2%	?	-6%	0%
O=C(CSCc1ccc(Cl)cc1)Nc1ccc(O)cc1C(=O)O	-15%	18%	-9%	4%	14%	?	9%	0%	6%
O=C(c1cc(COc2ccc(F)c(F)c2)on1)N1CCN(C2CCCCC2)C(=O)C1	-1%	?	13%	-23%	-10%	2%	?	1%	4%
Cc1cccc(-c2nc(CN3CCCC(C(=O)NC4CCC(C)CC4)C3)c(C)o2)c1 (configuration not stated)	-25%	-6%	7%	?	-26%	21µM*	1%	4%	-28%
CCOC(=O)/C=C1\SCC(=O)N1CC(=O)NC(C)c1ccc(F)cc1 (configuration not stated)	11%	15%	-17%	30%	-13%	?	19%	-8%	0%
O=C(CSc1ncc(-c2ccccc2)n1C1CCCC1)N1CCc2ccccc21	?	0%	12%	-7%	-8%	?	0%	0%	-4%
C(=C\c1ccccc1)/CSc1nnc(-c2ccccc2)n1Cc1ccco1	7.1µM*	8%	7%	23µM*	7.1µM*	18µM*	7.1µM*	-30%	10%
CCCCN1CC(N2CCN(CCO)CC2)CS1(=O)=O (configuration not stated)	4%	13%	12%	.	29%	3%	0%	-5%	0%
CN(C)C(CNc1nnnn1-c1ccccc1)c1ccco1 (configuration not stated)	-5%	-5%	-10%	-20%	0%	10%	0%	-2%	-10%
CCN(c1ccccc1)c1ncnc2c1cnn2-c1ccccc1	18%	?	?	7%	0%	0%	?	1%	14%
O=C(c1cccs1)N1CCC(c2nc(-c3ccc(S(=O)(=O)N4CCOCC4)cc3)no2)CC1	-28%	-10%	-9%	-5%	-6%	5.8µM*	5%	11%	16µM*
COc1cc(-c2nc3n(c(=O)c2C#N)CCS3)cc(OC)c1OC	0%	-7%	7%	2%	-1%	-4%	46%[activator]	-14%	-1%
CC(NC(=O)OC(C)(C)C)C(=O)NC(CCC(=O)OCc1ccccc1)C(N)=O (configuration not stated)	-2%	-10%[9.22 µM]	6%	-1%	-1%	-24%	23%[7.66 µM]	6%[7.66 µM]	-17%
CCC(=O)Nc1ccc(/C(C)=N/NC(=O)c2c(Br)c(C)nn2C)cc1	-8%	-1%	14%	12%	-4%	7.3µM*	-4%	4%	-9%
COc1ccc(-c2noc(CSc3nc(N)c(-c4ccccc4)c(=O)[nH]3)n2)cc1OC	-1%	2%	-3%	0%	-17%	-1%	38%[activator]	-9%	5%
O=C(COc1cc(Cl)c(Cl)cc1Cl)Nn1cnnc1	2%	8%	-7%	-4%	1%	11%	1%	2%	11%
COc1ccc(C(=O)Nc2ccccc2N2CCCC2)cc1S(=O)(=O)N1CCOCC1	2%	6%	17%	2%	-2%	?	2%	18%	10%
Cc1cc(C)cc(N(C(=O)CNC(=O)c2ccco2)C(C(=O)NC2CCCC2)c2ccncc2)c1 (configuration not stated)	6%	-19%	0%	-4%	0%	-15%	-4%	17%	3%

Shown with bars between the fields: entries from further up
smiles | HT1080 IDH1KD tx | TDP43 rescue | GLP1R ag | SW480 rereplic | HT1080-NT tox | KB-V1 cytotox | GLP-1R inv ag | HEK293 tox | KB-3-1 cytotox
O=C(COc1cc(Cl)c(Cl)cc1Cl)Nn1cnnc1 | 2% | 8% | -7% | -4% | 1% | 11% | 1% | 2% | 11%
COc1ccc(C(=O)Nc2ccccc2N2CCCC2)cc1S(=O)(=O)N1CCOCC1 | 2% | 6% | 17% | 2% | -2% | ? | 2% | 18% | 10%
Cc1cc(C)cc(N(C(=O)CNC(=O)c2ccco2)C(C(=O)NC2CCCC2)c2ccncc2)c1 (configuration not stated) | 6% | -19% | 0% | -4% | 0% | -15% | -4% | 17% | 3%
